# STAT1 act: STAT1 signaling activation; activation (% of control), % at 5.5 µM; hit rate 2.6% among 200,000; NIH 3T3 STAT1-luciferase reporter, IFN-gamma, luminescence; 100% = IFN-gamma alone, no compound;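 active = activation above the screen-wide mean activation plus 3 SD, cut at about 130% in these data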;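 also: raw ratio to IFN-gamma control signal so 100% means no change and 0% no light; values of inactives mirror those of a sister screen read the other way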
# STAT1 inh: reduces IFN-gamma driven STAT1 reporter signal. NIH 3T3 STAT1-luciferase reporter, luminescence. inhibition, % at 5.5 µM. hit rate 0.35% among 200,000;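 active = inhibition above a set limit, the mean inhibition across all tested compounds plus 3 SD, cut at about 34% in these data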;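 also: 0% = IFN-gamma with DMSO and 100% = IFN-gamma with 300 µM nifuroxazide; values of inactives mirror those of a sister screen read the other way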
# NF-kB neuron act: compounds increasing NF-kB expression in human neuronal cells. NF-kB reporter expression; stronger effect = higher value. fold change at 12.5 µM. hit rate 1.6% among 190,000. AID 1239; in the data active = fold change above about 3.3
# FLuc inh counter: inhibits firefly luciferase, flagging false hits in luciferase inhibition screens. P08659. ATPLite firefly luciferase biochemical luminescence, 10 min. inhibition, % at 10 µM. hit rate 1.5% among 200,000;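 active = inhibition above about 50% when tested at 10 µM, limit read from the data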
# Target sequence (P08659 whole entry, looked up): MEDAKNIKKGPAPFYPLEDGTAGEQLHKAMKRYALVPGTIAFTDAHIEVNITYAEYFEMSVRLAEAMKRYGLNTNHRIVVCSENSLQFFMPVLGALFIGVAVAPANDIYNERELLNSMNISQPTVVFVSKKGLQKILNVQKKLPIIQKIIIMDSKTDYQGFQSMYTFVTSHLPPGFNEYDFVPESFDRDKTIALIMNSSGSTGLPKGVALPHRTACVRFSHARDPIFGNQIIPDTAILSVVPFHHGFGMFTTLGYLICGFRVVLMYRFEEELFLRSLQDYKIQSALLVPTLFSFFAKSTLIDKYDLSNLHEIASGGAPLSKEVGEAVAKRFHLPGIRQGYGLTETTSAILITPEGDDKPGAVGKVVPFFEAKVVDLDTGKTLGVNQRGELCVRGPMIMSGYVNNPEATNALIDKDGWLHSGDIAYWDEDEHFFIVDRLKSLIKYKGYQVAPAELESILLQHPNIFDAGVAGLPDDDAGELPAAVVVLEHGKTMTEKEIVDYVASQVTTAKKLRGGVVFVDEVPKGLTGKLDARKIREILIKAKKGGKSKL
# FLuc act counter: firefly luciferase counter-screen for stimulation assays | P08659 | ATPlite luciferase biochemical, luminescence, 10 min; 0 = ATP-free wells, 1 = DMSO control | activation factor at 10 µM | 200,000 tested, under 10 active;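 active = luciferase activation factor, scaled between plate controls, of at least 2 with compound at 10 µM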
#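 assay system = Luciferase/luciferin detection reagent, cell-free biochemical luciferase assay | also added = ATP substrate | times = 10 min post-reagent at room temperature | measured by = luminescence from luciferase reaction | measure = luciferase activation, seen as luminescence increase over controls | benchmarks = low control with PBS replacing ATP, high control enzyme plus ATP without compound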
# APP 5UTR inh: APP translation inhibition; SH-SY5Y APP 5'UTR-luciferase reporter, luminescence; inhibition, % at 2 µM; hit rate 0.82% among 190,000;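 active = inhibition above a set limit, derived from the sample mean plus 3 SD, cut at about 45% in these data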; also: values of inactives mirror those of a sister screen read the other way
# ROMK mod: modulators of human ROMK potassium channel | P48048 | hit rate 2% among 130,000 | B-score at 10 µM | Tet-inducible ROMK, thallium flux fluorescence; actives lie on both sides;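 active = signal ratio slope over the read window, or its plate-corrected B-score, at least 3 SD from the plate mean, either direction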;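 also: B-score of the F/F0 ratio slope over 7 to 12 s after thallium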
# Target sequence (P48048 whole entry, looked up): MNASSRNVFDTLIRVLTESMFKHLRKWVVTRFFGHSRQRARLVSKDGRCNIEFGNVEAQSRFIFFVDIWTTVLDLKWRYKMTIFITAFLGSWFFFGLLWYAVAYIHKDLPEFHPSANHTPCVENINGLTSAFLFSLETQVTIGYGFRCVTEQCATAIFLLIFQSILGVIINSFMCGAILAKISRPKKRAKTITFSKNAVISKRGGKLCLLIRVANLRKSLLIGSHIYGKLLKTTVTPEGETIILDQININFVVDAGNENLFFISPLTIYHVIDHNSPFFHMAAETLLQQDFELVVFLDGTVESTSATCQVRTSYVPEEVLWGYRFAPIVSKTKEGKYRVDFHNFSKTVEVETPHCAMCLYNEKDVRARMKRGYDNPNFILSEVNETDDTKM
# APP 5'UTR act: APP 5'UTR luciferase reporter activation; hit rate 1% among 190,000; SH-SY5Y APP 5'UTR luciferase reporter, luminescence; zero percent = DMSO vehicle wells; activation, % at 2 µM; AID 1276;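 active = activation above a set limit, based on mean plus 3 SD of controls, cut at about 140% in these data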; also: values of inactives mirror those of a sister screen read the other way
# STAT3 activator: increases IL-6 driven STAT3 reporter signal; U3A cells, IL-6 STAT3-luciferase reporter, luminescence; 100% = signal with IL-6 EC80 alone; hit rate 0.91% among 190,000; activation (% of control), % at 5.6 µM;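 active = activation above the screen-wide mean of compound activation plus 3 SD, cut at about 130% in these data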;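 also: 0% = background luminescence of wells with medium and substrate only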
#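 Material: STAT1-lacking human U3A cells, STAT3 luciferase reporter | Benchmarks: IL-6-only wells as 100% reference | Probe or stimulus: IL-6 (33 ng/mL) | Timing: Compound 1 h, then IL-6 6 h at 37 °C | Detection: Luminescence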
# STAT3 blocker: STAT3 signaling inhibition. U3A cells, IL-6 STAT3-luciferase reporter, luminescence; host cell line lacks STAT1. inhibition, % at 5.5 µM. hit rate 0.89% among 190,000;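 active = inhibition above the mean inhibition across all screened compounds plus 3 SD, cut at about 44% in these data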;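 also: 0% = DMSO only wells and 100% = 100 µM nifuroxazide control wells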
# Numbers without * were called inactive; x = no result given.
entry	Compound	STAT1 act	STAT1 inh	NF-kB neuron act	FLuc inh counter	FLuc act counter	APP 5UTR inh	ROMK mod	APP 5'UTR act	STAT3 activator	STAT3 blocker
1	C=CCn1c(SC2CCOC2=O)nc2sc(C)c(C)c2c1=O (configuration not stated)	93	7	1.1	36	0.6	-7	-1.9	7	96	6
2	O=C1NC(c2ccncc2)Nc2ccccc21 (configuration not stated)	104	-5	1.1	-11	1.1	3	x	-3	101	9
3	O=C(O)C1C2CCC(O2)C1C(=O)Nc1ccc(O)cc1 (configuration not stated)	97	3	0.97	-2	1	27	x	-27	111	-14
4	CSc1nsc(SCC(=O)Nc2ccc(C(C)=O)cc2)n1	127	-29	2.3	3	1	-97	0.11	97	130	-29
5	Cc1cc(C)n(-c2nnc(C)n2NS(=O)(=O)c2ccc(F)cc2)n1	103	-3	1.1	-2	1	12	0.2	-12	95	10
6	CCNS(=O)(=O)c1ccc(CCC(=O)Nc2cc(Cl)ccc2Oc2ccccc2)cc1	97	3	0.47	-6	1.1	-2	0.75	2	104	0
7	COc1ccc(NS(=O)(=O)CC23CCC(CC2=O)C3(C)C)cc1 (configuration not stated)	103	-4	0.9	-3	1	-10	x	10	97	6
8	O=C(/C=C/c1ccco1)NCC1(c2ccccc2)CCCC1	101	-1	0.96	-4	1	11	-1.6	-11	95	6
9	COc1ccc(C(=O)CCC(C)(C)[N+](=O)[O-])cc1	114	-17	1.5	-6	1.1	1	-0.59	-1	97	5
10	COc1ccc2c(C)cc(SCC(=O)N3CCOCC3)nc2c1	107	-7	0.59	-2	1	8	-0.32	-9	110	-7
11	Cc1nc(-c2ccc(C(=O)NCCO)cc2)cs1	107	-10	1.3	24	0.8	-20	-0.58	20	101	10
12	CCCCCCCCCCn1c2c(c(=N)c3c1CCC3)CCC2	77	25	2.6	-6	1.1	23	x	-23	38	78*
13	COCc1c(C(=O)OC)nnn1-c1ccc(C(F)(F)F)cc1[N+](=O)[O-]	98	0	1.3	-6	1.1	-4	-0.8	4	95	10
14	O=C(O)c1ccc2cc[nH]c2c1	107	-8	0.92	-6	1.1	7	x	-7	96	10
15	Cc1cc(C)c(NC(=O)NC2CCCCC2)c(C)c1	100	0	1.5	-5	1.1	-59	-0.036	59	101	3
16	Cc1ccc(N(Cc2ccco2)C(=O)c2cccc(S(=O)(=O)N(C)C)c2)cc1	95	9	0.67	-3	1	10	-0.65	-10	109	-8
17	c1ccc2c3c(cc(N4CCOCC4)c2c1)OC1(N2CCOCC2)CCCCC1O3 (configuration not stated)	102	-2	1.1	-2	1	7	0.51	-7	103	-2
18	COC(=O)c1cc2c(ccn2-c2ccc(F)cc2)n1Cc1cccc(OC)c1	105	-6	1.1	-4	1	-9	-0.68	9	90	10
19	COc1cc(OC)c(C2=NOC(C(=O)NCCc3ccccc3)C2)cc1Cl (configuration not stated)	100	0	0.83	-6	1.1	1	-0.75	-1	90	17
20	COc1ccc(C2c3c(oc4ccccc4c3=O)C(=O)N2Cc2ccncc2)cc1OC (configuration not stated)	102	-2	x	x	x	1	-1.5	-1	98	6
21	CCCNC(=O)C(Cc1ccccc1)NS(=O)(=O)c1ccc2c(c1)c(=O)n(C)c(=O)n2C (configuration not stated)	97	3	1.1	-4	1	-7	x	7	97	13
22	CC(C)(O)C#Cc1ccccc1C(=O)NC(CC(N)=O)C(=O)O (configuration not stated)	100	0	1.6	-8	1.1	-18	0.53	18	108	-5
23	O=C(Nc1nnc(SCc2ccc(Cl)cc2)s1)C1CCCO1 (configuration not stated)	106	-6	1.1	-1	1	2	x	-2	99	3
24	CCOCCn1c(N2CCN(c3ccc(OC)cc3)CC2)nc2c1c(=O)n(C)c(=O)n2C	97	3	0.75	-9	1.1	-3	x	3	104	4
25	O=C(CN1C(=O)CCSc2ccccc21)Nc1ccc2c(c1)OCCO2	109	-10	1	-4	1	-41	x	41	101	4
26	O=C(NC(=S)NC1CCCc2ccccc21)c1ccco1 (configuration not stated)	92	8	1.4	-6	1.1	3	1.3	-3	96	8
27	Cc1ccc(CC(=O)Nc2ccccc2-c2ccccc2)cc1C	94	7	1.4	-4	1	10	x	-10	96	4
28	CCC1(CC)Cc2ccccc2-c2nc(NCCO)[nH]c(=O)c21	99	1	1.2	-5	1.1	8	-0.06	-8	102	-1
29	O=C(N/N=C/c1ccc(-c2ccc([N+](=O)[O-])cc2)o1)C(O)c1ccccc1 (configuration not stated)	95	6	1.3	-8	1.1	16	x	-16	94	10
30	Cc1ccc(-c2nn(-c3ccccc3)cc2/C=N/NC(=O)c2ccncc2)o1	127	-31	2.6	-4	1	-158	0.39	158*	83	22
31	O=C(COC(=O)c1ccc(Br)cc1)NCCC1=CCCCC1	98	1	1.1	-2	1	-19	x	19	107	-4
32	c1ccc(C2=Nn3c(nnc3-c3cc(-c4ccccc4)n[nH]3)SC2)cc1	120	-22	1.1	17	0.8	-11	x	11	86	20
33	COC(=O)/C(=C\Nc1ccc(Cl)c2ccccc12)c1ncc(C(F)(F)F)cc1Cl	103	-4	0.99	-4	1	8	x	-8	101	0
34	C/C(=C\c1ccco1)C1Nc2cccc3cccc(c23)N1	97	3	0.86	3	1	5	x	-5	115	-5
35	CN1CCN(NC(=O)CN2C(=O)/C(=C/c3c(Cl)cccc3Cl)SC2=S)CC1	100	0	1.3	-7	1.1	-3	x	3	135*	-43
36	CC(C)C(=O)Nc1cc(C(F)(F)F)ccc1N1CCOCC1	91	10	0.93	-3	1	-19	x	19	103	2
37	CCN1C(=O)c2ccccc2S(=O)(=O)c2ccc(C(=O)N3CCOCC3)cc21	98	2	1.6	-5	1	-8	x	8	109	-2
38	Cc1ccsc1/C=C1/SC(=O)N(CC(=O)N2CCOCC2)C1=O	104	-4	1.4	1	1	3	x	-3	116	-8
39	O=C(Nc1cccc([N+](=O)[O-])c1)Nc1ccc2c(c1)OCCO2	156*	-63	3.6*	36	0.6	-127	-0.0032	127	99	5
40	CCOC(=O)c1c(N)sc(C(=O)OC)c1C	105	-5	1.2	-1	1	-2	-0.6	2	94	9
41	C/C(=N\NC(=O)c1ccn(C)n1)c1cccc(NC(=O)c2ccc(C)s2)c1	112	-13	1	73*	0.3	-13	0.53	13	103	-3
42	NC(=O)c1ccc(Nc2nnc(-c3ccc(O)cc3)c3ccccc23)cc1	97	3	1.1	-2	1	-14	-0.43	14	88	17
43	CCCCNC(=O)c1onc(CSc2cccc(C)c2)c1C(=O)O	103	-4	1	-11	1.1	6	0.54	-6	106	0
44	CC(C)(C)c1ccc(C(=O)NC(=S)NCC2CCCO2)cc1 (configuration not stated)	109	-10	1.2	-4	1	14	-1.5	-14	107	-6
45	O=C(C1CCCN(S(=O)(=O)c2cccc3nonc23)C1)N1CCN(c2ccccc2Cl)CC1 (configuration not stated)	108	-8	0.48	-7	1.1	-4	-2.1	4	100	4
46	CCOC(=O)Cc1ccc(NC(=O)c2cccc([N+](=O)[O-])c2)cc1	96	2	1.3	0	1	0	0.12	0	90	17
47	Cc1cc(C)c2nc(N3CCN(C)CC3)c(C#N)cc2c1	106	-6	1.3	-2	1	-3	x	3	103	3
48	COc1cc(C(=O)NCCOc2ccccc2)c(Br)c(OC)c1OC	93	8	1	-3	1	6	x	-6	97	10
49	CC(C)(C)c1ccc(S(=O)(=O)N2CCN(c3ncccn3)CC2)cc1	101	-1	1	-11	1.1	-7	-0.45	7	90	20
50	CCNC(=O)c1c(O)c2cccc3c2n(c1=O)CC3	110	-11	1.7	7	0.9	-15	x	15	103	-1
51	CC(C)(C)c1nnc2sc(SCC(=O)c3ccc4c(c3)OCCO4)nn2c1=O	99	1	1.2	-1	1	-7	0.78	7	97	9
52	Cc1ccc(-c2cc(C(=O)NCCCn3ccnc3)no2)cc1	114	-17	1.5	2	1	2	-0.68	-2	98	7
53	COc1ccc(-c2cc(C(F)(F)F)c(C#N)c(SCC(=O)Nc3ccccc3C#N)n2)cc1	99	1	1	-4	1	2	x	-2	93	16
54	O=C(O)c1cccc(Cn2c(Cl)c(/C=N/NC(=O)c3ccccc3)sc2=O)c1	102	-2	1.4	-5	1.1	-5	x	5	97	7
55	COc1ccccc1NC(=S)NCCN1CCOCC1	97	4	1.1	-3	1	6	x	-6	106	-8
56	CCCC(=O)NC(=S)Nc1cccc(Cl)c1N1CCCC1	101	-3	1.3	-7	1.1	-8	0.097	8	93	12
57	Cc1ccc(NC(=O)C2=C(O)c3ccccc3N(C)S2(=O)=O)cc1	85	16	1.2	28	0.7	x	x	x	118	-16
58	COC(=O)c1sc(S(=O)(=O)NCCCN(C)C)c(C(=O)OC)c1C	100	-2	1.1	-5	1.1	-16	-0.2	16	83	26
59	COc1ccc2cc(C#N)c(Nc3cccc(F)c3)nc2c1	105	-8	1.3	-1	1	15	0.53	-15	94	9
60	COc1ccc(NS(=O)(=O)c2csc(C(=O)Nc3ccccc3)c2)cc1	95	5	0.91	-6	1.1	-12	-0.043	12	87	23

# Full records as entered above. Order of screens: STAT1 act, STAT1 inh, NF-kB neuron act, FLuc inh counter, FLuc act counter, APP 5UTR inh, ROMK mod, APP 5'UTR act, STAT3 activator, STAT3 blocker
# Shown for CC(C)C(=O)Nc1cc(C(F)(F)F)ccc1N1CCOCC1 → 91, 10, 0.93, -3, 1, -19, x, 19, 103, 2
# Shown for CCN1C(=O)c2ccccc2S(=O)(=O)c2ccc(C(=O)N3CCOCC3)cc21 → 98, 2, 1.6, -5, 1, -8, x, 8, 109, -2
# Shown for Cc1ccc(-c2cc(C(=O)NCCCn3ccnc3)no2)cc1 → 114, -17, 1.5, 2, 1, 2, -0.68, -2, 98, 7

# (continued)
entry	Compound	STAT1 act	STAT1 inh	NF-kB neuron act	FLuc inh counter	FLuc act counter	APP 5UTR inh	ROMK mod	APP 5'UTR act	STAT3 activator	STAT3 blocker
61	CCN(CC)CCNC(=O)c1[nH]c2ccc(OCc3ccccc3)cc2c1C	96	5	0.83	-4	1	18	-5*	-18	100	2
62	COC(=O)c1cn(NC(=O)c2cc([N+](=O)[O-])ccc2F)c(=O)c2ccccc12	139*	-46	0.85	-2	1	23	-0.5	-23	128	-35
63	COCCn1nnnc1C(CC(C)C)N1CCN(c2cccc(OC)c2)CC1 (configuration not stated)	105	-4	5.8*	-8	1.1	15	x	-15	112	-7
64	Nc1nnc(CC(=O)NCc2ccccc2)s1	106	-7	1.2	0	1	-17	x	17	99	5
65	CCN(CC)CCN(Cc1cc2cc(C)c(C)cc2[nH]c1=O)C(=S)NCc1ccco1	102	-3	0.75	2	1	13	-0.88	-13	104	-3
66	Cc1cc(C)n(-c2nc(NCCC(C)C)c3c4c(sc3n2)COC(C)(C)C4)n1	99	2	0.87	-5	1	10	x	-10	100	7
67	CCOC(=O)N1CCC(N(CCOC)C(=S)Nc2cccc(SC)c2)CC1	92	6	1.4	-9	1.1	4	-1	-4	104	2
68	O=C1CC(N2CCN(c3ccc(Cl)c(Cl)c3)CC2)C(=O)N1 (configuration not stated)	91	10	0.93	-4	1	-4	x	4	105	-2
69	Cn1c(NC(=O)C2CC2)cc(=O)n(C)c1=O	94	6	1	0	1	-3	x	3	104	0
70	Cc1ccc2c(CC(=O)N3CCN(S(=O)(=O)c4cccs4)CC3)coc2c1	99	1	0.85	-5	1.1	0	-2.8	0	103	3

# Random draw from the library; overall some 7.1% were active at least once.
